FLuc act counter: FLuc activators, initial screening, artefact control for FLuc-dependent activation tests, biochemical, ATPlite luminescence; Luciferin 4-monooxygenase (Photinus pyralis), P08659; ATPlite luciferase biochemical, 10 min; 0 = ATP-free wells, 1 = DMSO control; activation factor at 10 µM; 200,000 tested, under 10 active;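 active = luciferase activation factor, scaled between plate controls, of at least 2 with compound at 10 µM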
Target sequence (P08659 whole entry, looked up): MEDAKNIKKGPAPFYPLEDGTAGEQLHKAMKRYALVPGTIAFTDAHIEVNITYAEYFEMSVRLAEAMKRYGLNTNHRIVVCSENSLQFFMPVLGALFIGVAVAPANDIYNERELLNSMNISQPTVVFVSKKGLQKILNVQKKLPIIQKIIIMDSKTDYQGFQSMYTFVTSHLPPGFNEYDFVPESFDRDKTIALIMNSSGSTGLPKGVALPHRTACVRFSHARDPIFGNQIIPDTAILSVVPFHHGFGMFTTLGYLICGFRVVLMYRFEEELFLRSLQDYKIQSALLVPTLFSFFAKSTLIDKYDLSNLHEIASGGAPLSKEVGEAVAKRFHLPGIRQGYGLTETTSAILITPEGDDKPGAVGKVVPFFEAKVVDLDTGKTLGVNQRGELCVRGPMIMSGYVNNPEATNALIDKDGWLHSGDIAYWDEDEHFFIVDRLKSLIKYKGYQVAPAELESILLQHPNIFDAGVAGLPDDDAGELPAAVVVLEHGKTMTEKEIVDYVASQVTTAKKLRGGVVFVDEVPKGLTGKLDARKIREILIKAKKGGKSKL
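System: Luciferase/luciferin detection reagent, cell-free biochemical luciferase assay | Medium: PBS buffer for ATP | Dosing: Test compounds dosed from 2 mM stocks in 100% DMSO | Timing: 10 min at ambient temperature | Signal: Luminescence measurement of luciferase light output | Evaluation: Luciferase activation, seen as luminescence increase over controls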
Diaphorase inh: diaphorase inhibitors and chemical oxidizers, primary screen, counter-screen for diaphorase-coupled primary assays, biochemical, uHTS, resorufin fluorescence. diaphorase resazurin-to-resorufin fluorescence, NADH, 16 min; bacterial (C. kluyveri) enzyme, not human. inhibition, % at 20 µM. 190,000 compounds, 0.69% hits. AID 1217, 2008;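 active = primary screen inhibition at 20 µM above a set limit, cut at about 50% in these data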;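 also: plate controls were DMSO with full reaction for no effect and wells lacking NADH for full effect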
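System: Bacterial diaphorase enzyme (C. kluyveri) | Incubation: 16-min room-temperature incubation before reading | Benchmarks: No-NADH positive control and DMSO neutral control | Measured by: Resorufin fluorescence 544/590 nm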
APP 5UTR inh: inhibitors of APP translation via 5'UTR reporter, primary screen, APP 5'UTR luciferase, SH-SY5Y cells; inhibition, % at 2 µM; 190,000 compounds, 0.82% hits; SH-SY5Y APP 5'UTR-luciferase reporter, luminescence;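 active = inhibition above a set limit, derived from the sample mean plus 3 SD, cut at about 45% in these data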; also: values of inactives mirror those of a sister screen read the other way
STAT1 activator: STAT1 signaling activators, primary screen, cell-based, HTS, luciferase reporter; NIH 3T3 STAT1-luciferase reporter, IFN-gamma, luminescence; 100% = IFN-gamma alone, no compound; 200,000 compounds, 2.6% hits; AID 932, 2007; activation (% of control), % at 5.5 µM;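 active = activation above the screen-wide mean activation plus 3 SD, cut at about 130% in these data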;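 also: raw ratio to IFN-gamma control signal so 100% means no change and 0% no light; values of inactives mirror those of a sister screen read the other way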
Diaphorase act: compounds boosting diaphorase resazurin reduction – biochemical, uHTS, resorufin fluorescence, counter-screen for diaphorase-coupled primary assays, primary screen; Diaphorase/resazurin coupled assay, 16 min; stronger effect = higher value; 1 = vehicle wells, 0 = NADH-free wells; activation factor at 20 µM; 190,000 compounds, 0.005% hits; AID 1229, 2008;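 active = diaphorase activity raised at least twofold by the compound at 20 µM; inactive = activation factor below 2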
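Test system: Clostridium kluyveri diaphorase, purified enzyme; input: enzyme 0.07 U/mL final; buffer or medium: 50 mM HEPES pH 7.4 with 4.542 mM MgCl2, 0.005% Tween 20; also added: 0.114 mM NADH and 0.1 mM resazurin, final amounts; schedule: 16 min enzyme reaction, ambient temperature; technique: fluorescence of resorufin, 544 nm excitation, 590 nm emission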
FLuc inh counter: firefly luciferase enzyme inhibitors, primary screen, artefact control for luciferase-based inhibitor screens, biochemical, luminescence, ATPLite; 200,000 compounds, 1.5% hits; 10 min; inhibition, % at 10 µM; AID 1006, 2008;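 active = inhibition above about 50% when tested at 10 µM, limit read from the data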
TLR4 MyD88 comp: inhibitors of TLR4-MyD88 association in cells, primary screen, cell-based, HeLa CL3-4, BLA complementation, FRET ratio | 200,000 compounds, 0.18% hits | inhibition, % at 8.4 µM | HeLa CL3-4 TLR4/MyD88 BLA complementation | AID 861, 2007; in the data active = inhibition above about 25%;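 also: 0% = vehicle and 100% = reference inhibitor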
NF-kB neuron act: activators of NF-kB expression in neurons, primary screen, cell-based, HTS; human neuronal cells, NF-kB reporter expression; stronger effect = higher value; AID 1239, 2008; fold change at 12.5 µM; 190,000 compounds, 1.6% hits; in the data active = fold change above about 3.3
APP 5'UTR act: activators of APP 5'UTR luciferase reporter, primary screen, SH-SY5Y cells; SH-SY5Y APP 5'UTR luciferase reporter, luminescence; zero percent = DMSO vehicle wells; activation, % at 2 µM; 190,000 compounds, 1% hits; AID 1276, 2008;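 active = activation above a set limit, based on mean plus 3 SD of controls, cut at about 140% in these data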; also: values of inactives mirror those of a sister screen read the other way
G6PDH CS: L. mesenteroides G6PDH inhibitors, counter-screen for G6PDH-coupled screening assays, biochemical, Leuconostoc mesenteroides enzyme; inhibition, % at 5 µM; 200,000 compounds, 0.12% hits; AID 1020, 2008; Purified L. mesenteroides G6PDH, diaphorase/resazurin coupled fluorescence, 45 min; glucose-6-phosphate dehydrogenase [Leuconostoc mesenteroides]; in the data active = inhibition above about 50%
The depositor's hits bear a star.

SMILES	FLuc act counter	Diaphorase inh	APP 5UTR inh	STAT1 activator	Diaphorase act	FLuc inh counter	TLR4 MyD88 comp	NF-kB neuron act	APP 5'UTR act	G6PDH CS
COc1ccc(C2Nc3ccccc3C(=O)N2Cc2ccco2)cc1COc1ccc(NC(C)=O)cc1 (stereo not drawn)	1	35	-12	91	0.7	-1	-13	0.79	12	-36
C#CCSc1nc(N)c2c(n1)OC(N)=C(C#N)C2c1cccnc1 (stereo not drawn)	1	12	17	92	0.9	-5	-6	1.4	-17	2
COc1ccc(C2C(C#N)=C(N)N(c3ccccc3)C3=C2C(=O)CCC3)cc1Cn1cc([N+](=O)[O-])cn1 (stereo not drawn)	1.1	23	-8	104	0.8	-11	-15	1.1	8	11
CN1CCN(C=NC2=NN(c3cccc(C(F)(F)F)c3)CC2)CC1	1	17	-10	97	0.8	1	12	1	10	11
CC1CC(C)CN(C(=O)COC(=O)c2ccc[nH]c2=O)C1 (stereo not drawn)	1.1	11	-16	97	0.9	-5	10	0.97	16	4
Cc1ccc(C)c(-n2c(CNc3ccc(F)cc3)nnc2SCC(N)=O)c1	1.1	21	-4	102	0.8	-9	4	0.79	4	7
O=Cc1cn(-c2ccc(F)cc2)c2ccccc12	1	23	1	101	0.8	-2	-9	1.5	-1	-2
COc1ccccc1N1CCN(S(=O)(=O)c2c(C)[nH]c(=O)[nH]c2=O)CC1	1.1	9	20	103	0.9	-8	-13	1.1	-20	0
COc1ccc(S(=O)(=O)N2CCCCC2)cc1-n1cnnn1	1	-10	11	104	1.1	4	7	0.98	-11	6
Cc1ccc(OCC(=O)NC2CCS(=O)(=O)C2)cc1 (stereo not drawn)	1.1	7	1	92	0.9	-7	-15	0.99	-1	-1
CCc1ccc2[nH]c(=O)c(CN(Cc3ccc4c(c3)OCO4)Cc3nnnn3C3CCCC3)cc2c1	1	16	-13	99	0.8	-4	-5	0.65	13	-37
O=C(NCCO)c1cccc2c1-c1ccccc1C2=O	1	5	7	96	0.9	-3	9	0.93	-7	6
CS(=O)(=O)N(CC(=O)NCc1ccc2c(c1)OCO2)Cc1ccc(Cl)cc1	1.1	12	8	98	0.9	-5	12	1.5	-8	13
COc1ccc(-c2cc(C#N)nc(N3CCN(C)CC3)n2)cc1	1	-6	25	106	1.1	2	2	1.1	-25	8
COc1ccc(OCC(O)CN2CCCCC2)cc1 (stereo not drawn)	1	17	4	103	0.8	-5	9	0.94	-4	10
Cc1noc(C)c1CSc1nnc(-c2ccccc2)o1	1	12	22	99	0.9	2	6	1.4	-22	4
COc1cccc(Cn2cnc3c(NS(=O)(=O)c4ccc(Cl)cc4)c(C)c(C)cc32)c1	1	3	25	91	1	-2	2	1.1	-25	-22
COc1ccc(/C=N/Nc2snc(SC)c2C#N)cc1OC	1	11	-92	127	0.9	4	-11	2.3	92	-1
O=C(O)c1cscn1	0.9	-3	-6	97	1	5	-17	1.1	6	-4
O=C(NCc1cccc2ccccc12)Nc1ccccc1	1.1	21	7	112	0.8	-9	-9	1.1	-7	6

Three of the compounds above, with two lines to a compound.
Order of values: FLuc act counter | Diaphorase inh | APP 5UTR inh | STAT1 activator | Diaphorase act | FLuc inh counter | TLR4 MyD88 comp | NF-kB neuron act | APP 5'UTR act | G6PDH CS
O=Cc1cn(-c2ccc(F)cc2)c2ccccc12
→ 1 | 23 | 1 | 101 | 0.8 | -2 | -9 | 1.5 | -1 | -2
O=C(O)c1cscn1
→ 0.9 | -3 | -6 | 97 | 1 | 5 | -17 | 1.1 | 6 | -4
Cc1ccc(OCC(=O)NC2CCS(=O)(=O)C2)cc1 (stereo not drawn)
→ 1.1 | 7 | 1 | 92 | 0.9 | -7 | -15 | 0.99 | -1 | -1

Other structures:
SMILES	FLuc act counter	Diaphorase inh	APP 5UTR inh	STAT1 activator	Diaphorase act	FLuc inh counter	TLR4 MyD88 comp	NF-kB neuron act	APP 5'UTR act	G6PDH CS
COc1ccc(-c2cc(C(=O)Nc3ccc(C(N)=O)cc3)c3ccccc3n2)cc1OC	0.9	-5	-25	120	1.1	14	9	1	25	0
O=C(CSc1ncnc2c1cnn2CCc1ccccc1)Nc1ccc(F)cc1	1.1	10	-19	86	0.9	-7	0	1.2	19	2
CCOC(=O)C(=O)Nc1ccccc1C(=O)NCc1ccccc1	1.1	10	3	114	0.9	-5	8	0.88	-3	20
NC(=S)NC(=O)/C=C/c1ccccc1	0.8	15	-19	102	0.8	17	7	1.1	19	4
Cc1c(NC(=O)c2ccccc2NS(=O)(=O)c2ccc(F)cc2)c(=O)n(-c2ccccc2)n1C	1.1	12	1	96	0.9	-6	-18	1.1	-1	2
Cc1ccc(/C=C(\NC(=O)c2ccc(C)cc2)c2nc(=S)[nH][nH]2)cc1	1.1	29	17	108	0.7	-5	11	0.94	-17	4
Cc1nnc(SCC(=O)N2c3ccccc3CC2C)[nH]c1=O (stereo not drawn)	1	6	11	93	0.9	-4	4	0.95	-11	6
C=COCCNC(=S)Nc1ccccc1	1	-2	-3	93	1	-3	-7	0.92	3	2
CC(=O)NC(Cc1ccccc1F)C(=O)NC1CCN(c2ncccc2[N+](=O)[O-])CC1 (stereo not drawn)	1	21	-4	104	0.8	-3	-19	0.97	4	13
COc1ccc(C2=NOC(C(=O)NCc3ccccn3)C2)cc1 (stereo not drawn)	1	0	-1	97	1	-4	-1	1.1	1	2
CCOC(=O)c1cnc2c(-c3ccccc3OC)c(C)nn2c1C	1.1	8	-20	100	0.9	-6	-11	0.93	20	6
O=C(Nc1ccccc1)c1ccc(NCC2CCCO2)c(S(=O)(=O)N2CCOCC2)c1 (stereo not drawn)	1	7	-4	98	0.9	-4	-22	0.77	4	3
COc1ccc2[nH]c(=O)c3c(c2c1)OC(C)(C)C=C3	1	-6	10	96	1.1	-3	0	1	-10	6
CC(=O)N(C(C)=O)N1C(=O)C2C3c4ccccc4C(c4ccccc43)C2C1=O (stereo not drawn)	1.1	2	14	104	1	-7	-15	1.6	-14	8
CC(C)C1Cc2c(C#N)c(N)n(C)c(=S)c2CO1 (stereo not drawn)	1.1	23	5	91	0.8	-11	-10	1	-5	8
CC(C)(C)c1cnnn1-c1ccc(C(=O)CCl)cc1	1	10	5	90	0.9	-3	0	0.81	-5	9
O=C(CSCc1ccc(Br)cc1)N1CCCC1	1	10	0	111	0.9	-4	-1	1.1	0	5
Cc1ccc(C(=O)N/N=C/c2ccc(N3CCOCC3)cc2)c(C)c1	1	-1	-19	108	1	-5	4	1.1	19	-8
O=C(/C=C/c1ccccc1[N+](=O)[O-])NCc1ccncc1	1	16	-18	94	0.8	0	-11	1.5	18	10
Cc1nnc(-n2ncc(C#N)c2N)c2nn(-c3cccc(Cl)c3)c(C)c12	1	0	-1	95	1	-4	-4	1.1	1	2
CC(=O)c1cc2c(cc1NC(=O)C1CC1)OCO2	1.1	10	-7	97	0.9	-6	1	0.97	7	2
COc1ccc(CNC(=O)c2cccnc2Sc2ccc(Cl)cc2)cc1	1.1	13	-16	101	0.9	-8	8	1.3	16	4
Cc1ccc(-c2cc(C(=O)n3cnc4ccccc43)c3ccccc3n2)cc1C	0.3	14	-12	101	0.9	69*	-13	1.5	12	3
O=C(O)CC(CP(=O)(c1ccccc1)c1ccccc1)C(=O)O (stereo not drawn)	1	8	-12	96	0.9	-4	2	1	11	0
Fc1ccc(CN2CCCCCCC2)cc1F	1	3	-2	103	1	2	3	1.1	2	17
CCOc1ccccc1C1N(c2ccc(OC)cc2)C(=O)C2CCCN21 (stereo not drawn)	1.1	14	0	93	0.9	-6	2	1.1	0	2
COc1ccc(C(=O)NC(C)(C)C)cc1S(=O)(=O)N1CCCC1	1	8	-10	102	0.9	-5	1	1.1	10	2
CCOc1ccccc1Nc1nc(-c2sc(NC(=O)c3ccco3)nc2C)cs1	1.1	19	18	112	0.8	-9	-11	0.52	-18	7
O=C(NNC(=O)c1cccc(Br)c1)C(=O)N1CCCCC1	1	5	7	103	0.9	-1	-7	1.3	-7	6
CSc1ncc(Cl)c(C(=O)Nc2ccc(S(=O)(=O)N3CCOCC3)cc2)n1	1.1	20	3	100	0.8	-13	-6	1	-3	3
CN(C)/C=C(\C=O)c1onc(-c2ccccc2Cl)c1C#N	1.1	8	-3	98	0.9	-8	0	1	3	3
COc1cccc(N(C(=O)C2CSC(=O)C2)C(C(=O)NC(C)(C)C)c2ccncc2)c1 (stereo not drawn)	1.1	28	-3	91	0.7	-8	16	1.1	3	7
CNC(=S)N/N=C/c1cccc(OCc2ccccc2F)c1	0.5	24	-34	132*	0.8	52*	-1	1.6	34	7

Structural class, the entries above containing two or more sulfur atoms.
SMILES	FLuc act counter	Diaphorase inh	APP 5UTR inh	STAT1 activator	Diaphorase act	FLuc inh counter	TLR4 MyD88 comp	NF-kB neuron act	APP 5'UTR act	G6PDH CS
COc1ccc(/C=N/Nc2snc(SC)c2C#N)cc1OC	1	11	-92	127	0.9	4	-11	2.3	92	-1
CCOc1ccccc1Nc1nc(-c2sc(NC(=O)c3ccco3)nc2C)cs1	1.1	19	18	112	0.8	-9	-11	0.52	-18	7
CSc1ncc(Cl)c(C(=O)Nc2ccc(S(=O)(=O)N3CCOCC3)cc2)n1	1.1	20	3	100	0.8	-13	-6	1	-3	3
